# Screening results (PubChem)
# Bim-Bcl-XL – inhibitors of Bim-Bcl-XL binding, primary screen, biochemical, multiplexed, bead flow cytometry, human Bcl-XL; Bim peptide-Bcl-XL binding, fluorescence; inhibition, % at 10 µM; 190,000 tested, 0.04% active; AID 1007, 2008; Bcl-2-like protein 1 (Homo sapiens), Q07817
# Target sequence (Q07817 whole entry, looked up): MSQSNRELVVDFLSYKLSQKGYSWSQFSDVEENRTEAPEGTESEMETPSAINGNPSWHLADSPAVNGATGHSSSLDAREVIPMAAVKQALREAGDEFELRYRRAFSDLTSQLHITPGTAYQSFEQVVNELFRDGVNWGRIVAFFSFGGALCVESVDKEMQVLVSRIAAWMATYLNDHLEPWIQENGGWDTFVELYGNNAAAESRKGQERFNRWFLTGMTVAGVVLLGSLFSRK
# Bim-Mcl-1 – inhibitors of Bim peptide binding to Mcl-1, primary screen, biochemical, bead-based flow cytometry, multiplex | Bim peptide-Mcl-1 binding | Induced myeloid leukemia cell differentiation protein Mcl-1 (Homo sapiens), Q07820 | 190,000 tested, 0.1% active | AID 1009, 2008 | inhibition, % at 10 µM;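 further: 0% = no compound tracer wells and 100% = peptide blocker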
# Target sequence (Q07820 whole entry, looked up): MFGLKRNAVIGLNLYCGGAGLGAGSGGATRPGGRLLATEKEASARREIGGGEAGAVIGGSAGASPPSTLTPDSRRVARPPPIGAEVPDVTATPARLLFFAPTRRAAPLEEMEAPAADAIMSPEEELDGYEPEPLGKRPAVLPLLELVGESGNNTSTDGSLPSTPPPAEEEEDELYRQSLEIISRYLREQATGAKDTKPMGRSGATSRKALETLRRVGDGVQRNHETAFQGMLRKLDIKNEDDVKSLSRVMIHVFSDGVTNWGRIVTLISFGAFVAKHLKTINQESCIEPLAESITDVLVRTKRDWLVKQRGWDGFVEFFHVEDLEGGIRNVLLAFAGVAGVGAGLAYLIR
# RGS7-Gao – RGS7-Galphao binding modulators, primary screen, biochemical, multiplexed bead flow cytometry; Guanine nucleotide-binding protein G(o) subunit alpha (Homo sapiens), P09471; actives lie on both sides; binding response (% of control), % at 10 µM; 220,000 tested, 0.35% active; AID 1439, 2008; in the data active means binding response below about 49% or above about 150%; inconclusive means no clear call, values can overlap the other calls; inactive means in between;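 further: fluorescent Galphao held in activated GDP-AlF4 state binding bead-coupled RGS7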
# RGS8-Gao reg – RGS8-Galphao binding modulators, primary screen, biochemical, multiplexed bead flow cytometry | Guanine nucleotide-binding protein G(o) subunit alpha (Homo sapiens), P09471 | actives lie on both sides | response (percent of control binding), % at 10 µM | 220,000 tested, 0.34% active; in the data active means response below about 60% or above about 140%; inactive means in between;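 further: Galphao activated as the GDP aluminium fluoride complex binding bead-coupled RGS8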
# GSH bead fluor – compound fluorescence on glutathione beads, profiling panel, artefact control, biophysical, 488/530 nm, flow cytometry; fluorescence (KMESF) at 10 µM; GSH beads flow cytometry, compound fluorescence 488/530 nm; stronger effect = higher value; AID 1776, 2009; 190,000 tested, 0.25% active; in the data active means fluorescence above about 89;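 further: glutathione beads carrying GST-tagged Bcl family fusion proteins plus one bare bead set; values are compound well signal with DMSO vehicle wells as background; inactives centre near 16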
# Bim-Bcl-B – inhibitors of Bim-Bcl-B binding, primary screen, biochemical, multiplexed, human Bcl-2 family. Bcl-2-like protein 10 (Homo sapiens), Q9HD36. 190,000 tested, 0.073% active. bead-based flow cytometry, Bim peptide-Bcl-B binding. inhibition, % at 10 µM;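 further: 0% = tracer peptide without compound and 100% = reference inhibitor peptide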
# Target sequence (Q9HD36 whole entry, looked up): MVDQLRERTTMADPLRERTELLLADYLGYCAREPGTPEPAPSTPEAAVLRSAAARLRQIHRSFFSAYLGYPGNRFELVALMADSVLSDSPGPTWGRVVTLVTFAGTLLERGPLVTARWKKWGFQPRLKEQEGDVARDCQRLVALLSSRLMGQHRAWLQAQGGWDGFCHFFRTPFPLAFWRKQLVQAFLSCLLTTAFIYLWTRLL
# RGS4-Gao reg – modulators of RGS4 binding to Galphao, primary screen, biochemical, multiplexed bead flow cytometry | 220,000 tested, 0.33% active | Guanine nucleotide-binding protein G(o) subunit alpha (Homo sapiens), P09471 | actives lie on both sides | binding response (% of control), % at 10 µM; in the data active means binding response below about 49% or above about 150%; inactive means in between;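 further: fluorescent Galphao activated with aluminum fluoride binding bead-coupled RGS4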
# Mcl1-Bid inh – Mcl-1/Bid binding inhibitors, primary screen, biochemical, TR-FRET, 1536-well | Induced myeloid leukemia cell differentiation protein Mcl-1 (Homo sapiens), Q07820 | AID 1021, 2008 | 220,000 tested, 0.97% active | TR-FRET Mcl-1/Bid-Dy647 peptide binding | inhibition, % at 21.7 µM;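 active means compounds that cut the binding signal by more than half at the single screening dose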;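 further: His-tagged Mcl-1 with europium anti-His antibody binding Bid BH3 peptide; 0% = Mcl-1 plus peptide wells and 100% = peptide-only wells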
# Bim-Bfl-1 – inhibitors of Bim binding to Bfl-1, primary screen, biochemical, multiplexed, bead-based flow cytometry. 190,000 tested, 0.12% active. Bim-Bfl-1 binding inhibition. Bcl-2-related protein A1 (Homo sapiens), Q16548. inhibition, % at 10 µM;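 further: 0% = wells without compound plus tracer and 100% = blocker peptide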
# Bcl-2 Bim block – inhibitors of Bim-Bcl-2 binding, primary screen, biochemical, multiplexed, human Bcl-2 family; inhibition, % at 10 µM; 190,000 tested, 0.06% active; Apoptosis regulator Bcl-2 (Homo sapiens), P10415; AID 950, 2007; Bead-based flow cytometry, Bim peptide-Bcl-2 binding; in the data active means inhibition above about 40%; inconclusive means no clear call, values can overlap the other calls;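 further: 0% = no compound wells with probe peptide and 100% = reference peptide inhibitor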
# Target sequence (P10415 whole entry, looked up): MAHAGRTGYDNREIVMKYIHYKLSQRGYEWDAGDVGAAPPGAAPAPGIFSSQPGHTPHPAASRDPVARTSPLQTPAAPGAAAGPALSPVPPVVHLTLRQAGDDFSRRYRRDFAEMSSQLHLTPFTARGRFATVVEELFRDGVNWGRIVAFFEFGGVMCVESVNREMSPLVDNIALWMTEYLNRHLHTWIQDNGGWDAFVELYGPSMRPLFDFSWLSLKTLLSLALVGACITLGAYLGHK
# Bcl-W Bim block – inhibitors of Bim binding to Bcl-W, primary screen, biochemical, multiplexed, bead-based flow cytometry; 190,000 tested, 0.02% active; Bim peptide-Bcl-W binding; Bcl-2-like protein 2 (Homo sapiens), Q92843; inhibition, % at 10 µM;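 further: 0% = bound tracer without compound and 100% = peptide blocker; higher means less fluorescent Bim peptide bound to Bcl-W beads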
# * = called active by the depositor; u = inconclusive; x = not tested or not shown. Unless noted, no stated cut-off is given here; in the data, active means inhibition above about 40%.
SMILES,Bim-Bcl-XL,Bim-Mcl-1,RGS7-Gao,RGS8-Gao reg,GSH bead fluor,Bim-Bcl-B,RGS4-Gao reg,Mcl1-Bid inh,Bim-Bfl-1,Bcl-2 Bim block,Bcl-W Bim block
COc1ccc(S(=O)(=O)N2CCOCC2)cc1NC(=O)CSc1ncnc2ccccc12,-1.0,0.0,u,102.4,11,-2.0,102.9,-20.2,-2.0,-1.0,0.0
O=[N+]([O-])c1ccc(N2CCN(Cc3ccccc3)CC2)nc1,-2.0,0.0,98.6,97.3,12,-2.0,99.2,3.6,-2.0,0.0,0.0
CS(=O)(=O)NCCSCc1ccccc1,-2.0,1.0,98.7,101.9,14,-5.0,100.5,-43.3,-6.0,-8.0,0.0
CN(c1ccc(C(=O)Nc2ccc3c(c2)OCCO3)cc1)S(C)(=O)=O,-4.0,-3.0,99.5,100.3,27,-5.0,98.9,-20.0,-20.0,-12.0,0.0
COc1ccccc1C(=O)OCCCN=C1NS(=O)(=O)c2ccccc21,1.0,-5.0,99.6,100.3,15,-5.0,99.7,-6.5,-1.0,-2.0,-1.0
Cc1cc(C)nc(/N=C(\N)Nc2ccc([N+](=O)[O-])cc2)n1,-8.0,-5.0,100.5,106.2,8,0.0,103.7,-2.0,5.0,4.0,-5.0
CCOC(=O)N1CCN(C(=O)Cn2c(=O)sc3ccccc32)CC1,0.0,0.0,100.6,105.4,11,-7.0,104.2,-15.6,-10.0,-10.0,2.0
O=C(CSc1nc2ccccc2o1)Nc1ccc(Cl)cc1,-3.0,0.0,98.8,95.5,38,-1.0,94.8,-7.8,-4.0,-5.0,3.0
O=C(C[n+]1ccc(C(=O)NCc2ccccc2)cc1)c1ccc2c(c1)OCCO2,-2.0,-3.0,101.0,100.7,14,-6.0,101.3,-14.6,-2.0,3.0,0.0
O=C(NC1CCCCC1)c1cnn2c(C(F)(F)F)cc(-c3ccco3)nc12,0.0,-1.0,96.4,95.6,22,-9.0,91.7,-0.3,-4.0,-3.0,1.0
Cc1cc(NC(=O)c2ccccc2F)on1,0.0,-1.0,99.8,102.7,6,8.0,100.8,-27.1,0.0,0.0,1.0
Nc1ccc(O)cc1C(=O)OCC(=O)C12CC3CC(CC(C3)C1)C2,5.0,5.0,97.7,97.1,29,-2.0,94.7,x,9.0,8.0,7.0
CCCc1cc2c(=O)c(-c3nc4ccccc4s3)c(COCC(=O)O)oc2cc1O,0.0,1.0,108.1,105.2,11,0.0,104.0,2.3,-2.0,0.0,2.0
O=C1NC(c2cn(-c3ccccc3)nc2-c2cccs2)C(C(=O)c2cccnc2)C(O)(C(F)(F)F)N1 (configuration not stated),0.0,0.0,109.5,105.8,12,0.0,110.2,-6.2,0.0,-2.0,0.0
NC1(N)OC(CN2C(=O)c3ccccc3C2=O)CS1 (configuration not stated),-8.0,-4.0,97.2,104.0,25,-5.0,99.7,11.5,-15.0,-6.0,-2.0
O=C(C1CCCN(S(=O)(=O)c2cccc3nsnc23)C1)N1CCN(c2ccccn2)CC1 (configuration not stated),-9.0,-3.0,103.4,103.0,28,-9.0,97.8,0.1,-11.0,-8.0,-4.0
Cc1ccc2[nH]c(C)c(CCNC(=O)c3c(N)no[n+]3[O-])c2c1,-4.0,15.0,107.8,101.0,10,-3.0,102.7,-42.3,-2.0,-2.0,-2.0
Cc1cccc(CS(=O)(=O)Cc2ccc(C(=O)NCCCN3CCOCC3)o2)c1,0.0,0.0,101.7,104.7,14,-1.0,103.2,3.1,1.0,0.0,0.0
CCS(=O)(=O)c1ccc(OC)c(N=Nc2ccc(O)c3ncccc23)c1,1.0,-1.0,94.3,99.7,20,-4.0,97.7,-61.1,1.0,3.0,2.0
O=C(NCC(c1cccs1)N1CCOCC1)c1cc2ccccc2o1 (configuration not stated),7.0,1.0,104.8,123.6,33,2.0,99.8,-18.0,3.0,0.0,1.0
COc1ccc(Cc2nn[nH]n2)cc1,-2.0,1.0,95.9,99.9,57,-2.0,99.1,8.9,-6.0,-3.0,0.0
CCC(CC)C(=O)Nc1cc(C)cc(C)c1,-1.0,2.0,103.0,101.6,19,-4.0,103.3,-4.8,-17.0,-3.0,-1.0
Cc1ccccc1-n1c(-c2ccco2)n[nH]c1=S,-5.0,-10.0,96.8,97.3,9,-34.0,97.3,-8.5,8.0,0.0,-4.0
COc1cccc(C(=O)Nc2cnc(NC(=O)c3ccco3)cc2C)c1,-10.0,-1.0,94.4,79.8,57,-8.0,96.5,-2.4,-14.0,-6.0,-2.0
O=C(NNS(=O)(=O)c1ccc([N+](=O)[O-])cc1)c1cnn(-c2ccccc2)c1-n1cccc1,-1.0,2.0,94.4,83.5,10,-4.0,97.4,0.7,-2.0,-3.0,0.0
O=C(c1ccc(COc2ccccc2Cl)o1)N1CCN(c2ccccc2)CC1,-2.0,0.0,102.9,104.2,28,-6.0,103.4,-8.6,-8.0,-9.0,3.0
Cc1ccc(CNC(=O)CCNS(=O)(=O)c2cccs2)cc1,-7.0,-2.0,98.7,97.7,25,-3.0,99.6,3.2,-1.0,-1.0,-3.0
Cc1csc(Nc2ccccc2)[n+]1-c1ccccc1,-3.0,0.0,93.1,98.7,11,-5.0,94.1,-16.4,-6.0,-2.0,-2.0
CC(C)COC(=O)Cc1c(O)c2ccccc2[nH]c1=O,-5.0,-4.0,100.3,98.5,23,-7.0,101.6,-15.2,-15.0,-7.0,-2.0
COc1ccccc1N1CCN(CC(=O)Nc2sccc2C#N)CC1,-7.0,-3.0,95.5,99.4,9,-9.0,94.5,-17.4,-14.0,-7.0,-4.0

# By substructure, the entries above with a furan ring, fused or not (six)
SMILES,Bim-Bcl-XL,Bim-Mcl-1,RGS7-Gao,RGS8-Gao reg,GSH bead fluor,Bim-Bcl-B,RGS4-Gao reg,Mcl1-Bid inh,Bim-Bfl-1,Bcl-2 Bim block,Bcl-W Bim block
O=C(NC1CCCCC1)c1cnn2c(C(F)(F)F)cc(-c3ccco3)nc12,0.0,-1.0,96.4,95.6,22,-9.0,91.7,-0.3,-4.0,-3.0,1.0
Cc1cccc(CS(=O)(=O)Cc2ccc(C(=O)NCCCN3CCOCC3)o2)c1,0.0,0.0,101.7,104.7,14,-1.0,103.2,3.1,1.0,0.0,0.0
O=C(NCC(c1cccs1)N1CCOCC1)c1cc2ccccc2o1 (configuration not stated),7.0,1.0,104.8,123.6,33,2.0,99.8,-18.0,3.0,0.0,1.0
Cc1ccccc1-n1c(-c2ccco2)n[nH]c1=S,-5.0,-10.0,96.8,97.3,9,-34.0,97.3,-8.5,8.0,0.0,-4.0
COc1cccc(C(=O)Nc2cnc(NC(=O)c3ccco3)cc2C)c1,-10.0,-1.0,94.4,79.8,57,-8.0,96.5,-2.4,-14.0,-6.0,-2.0
O=C(c1ccc(COc2ccccc2Cl)o1)N1CCN(c2ccccc2)CC1,-2.0,0.0,102.9,104.2,28,-6.0,103.4,-8.6,-8.0,-9.0,3.0

# Continued:
SMILES,Bim-Bcl-XL,Bim-Mcl-1,RGS7-Gao,RGS8-Gao reg,GSH bead fluor,Bim-Bcl-B,RGS4-Gao reg,Mcl1-Bid inh,Bim-Bfl-1,Bcl-2 Bim block,Bcl-W Bim block
O=c1[nH]c(SCc2ccccc2Cl)nc2c1cnn2-c1ccccc1,0.0,0.0,95.6,103.1,12,-2.0,99.4,3.6,-12.0,-4.0,0.0
O=C(NCCCN1CCN(c2ccc(F)cc2)CC1)Nc1ccc([N+](=O)[O-])cc1,1.0,1.0,104.4,100.9,62,-2.0,100.9,-26.4,0.0,0.0,2.0
COc1ccc(N(CC(=O)Nc2ccccc2C(=O)O)S(=O)(=O)c2ccc(C)c([N+](=O)[O-])c2)cc1,-7.0,-3.0,u,103.0,17,-9.0,99.5,-27.7,-7.0,-6.0,-3.0
COc1c(C)cc(C(=O)C2CCCN(S(=O)(=O)c3c(C)noc3C)C2)cc1C (configuration not stated),0.0,0.0,101.4,100.5,25,-3.0,100.8,-17.8,-3.0,0.0,-2.0
COC(=O)NNC(=O)C1CCC(C)CC1 (configuration not stated),-7.0,-3.0,105.8,103.8,12,-7.0,99.8,-6.0,-1.0,-4.0,-3.0
NNc1nc(-c2ccccc2Cl)nc2sc3c(c12)CCCC3,-4.0,-7.0,94.7,100.2,15,-11.0,97.9,-125.9,-17.0,-17.0,-6.0
O=C(NCCN1CCOCC1)c1ccc(Cl)cc1[N+](=O)[O-],-1.0,-1.0,97.4,99.7,22,0.0,99.0,-20.9,-1.0,0.0,-1.0
O=C(Nc1nccs1)c1cccc(S(=O)(=O)N2CCCCC2)c1,0.0,-1.0,100.7,96.9,13,-3.0,93.4,10.7,1.0,-1.0,-2.0
Cc1ccc[n+](CC(=O)Nc2cc(C(F)(F)F)ccc2N2CCOCC2)c1,-3.0,-1.0,103.5,101.7,25,-9.0,102.6,-9.9,-4.0,3.0,0.0
CCCNS(=O)(=O)c1cc(Br)cc2c1N(C(=O)CC)CC2,2.0,-3.0,99.6,99.9,11,-2.0,100.7,-24.3,-2.0,-3.0,-2.0
Cn1cc(CN2CCCCC2c2ccccn2)c(-c2ccc3c(c2)OCCO3)n1 (configuration not stated),-5.0,0.0,96.8,102.1,15,-5.0,99.9,-32.1,-7.0,-3.0,-1.0
CCO[C@@H]1OC(C(=O)NCc2ccccc2)=C[C@H](C2CC2)[C@H]1CCCO,-1.0,-1.0,101.2,100.7,20,-1.0,100.9,-3.0,-3.0,-4.0,-1.0
O=C1CC(c2ccco2)CC(O)=C1C=Nc1cc(Cl)ccc1Cl (configuration not stated),-3.0,-4.0,95.6,94.4,4,-1.0,83.8,-38.3,0.0,0.0,-2.0
CC1=CS/C(=C(/C#N)C(=O)NCc2ccco2)N1c1ccccc1,-3.0,1.0,94.0,95.5,12,-5.0,93.2,-34.1,-9.0,-3.0,2.0
Cc1cc(C)cc(N/C(N)=N/c2nc(C)cc(C)n2)c1,-2.0,0.0,103.3,105.6,13,-1.0,107.2,-6.3,0.0,1.0,0.0
